From PubChem
KDM5B inh: inhibitors of human KDM5B histone demethylase; Q9UGL1; KDM5B demethylase, FDH-coupled NADH fluorescence (FDH is formaldehyde dehydrogenase); Potency, µM (series often up to 57.7 µM), inactives show top-dose activity change, negative = inhibition, actives largely listed as inhibitors; 2.6% of 220,000 active; AID 1347165; active means well fitted inhibition curve with a large enough effect; inconclusive means small, poorly fitted or top-dose-only effect; inactive means no such curve, though single readings can be large or run the other way; further: 0% is about no effect; nearly all actives have a fitted effect of over 70% in size
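KDM5BΔAP (200 nM final) in 50 mM HEPES pH 7.5, 0.01% Tween-20 was preincubated 10 min at RT with compound over a concentration range. Substrate mix (H3K4me3 12.5 µM, α-KG 25 µM, Fe²⁺, ascorbate, NAD⁺, FDH) was added, and NADH fluorescence change over 30 min gave dose-response curves.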
Numbers without * were called inactive; i = inactive; ? = inconclusive; & = joins results of further samples; [ ] = remark or other dose. Potency means the concentration at half of the fitted maximal effect. A portion of the library; the hit share may differ from the screen's.

KDM5B inh,Molecule
12%,COc1ccc(-c2nnc(Cn3nc(C)c(S(=O)(=O)N4CCc5ccccc54)c3C)o2)cc1
6%,CCN(C(=O)c1coc(=O)c2ccccc12)c1ccccc1C
13%,COc1ccc(-c2nn(-c3ccccc3C)cc2CN2CCCOCC2)cc1F
-22%,CCCOC(=O)COc1ccc2c(=O)c(Oc3ccc(CC)cc3)coc2c1
22%,C/C(=N/NC(=O)c1ccccc1)c1ccc(C)cc1
18%,Cc1ccc(S(C)(=O)=O)cc1C(=O)NC1CCCCCC1
14%[115 µM],COc1ccc(CN2CCCC3(C2)C(=NC2CCCCC2)NC(=O)N3c2cc(F)cc(F)c2)cc1 (stereo not given)
18%,CN(Cc1nnc(C(=O)N2CCC[C@@H]2c2cccc(F)c2)n1-c1ccccc1)c1ccccc1
16%,COc1cccc(CCc2nnc(CCC(=O)NC(C)Cc3cccs3)o2)c1 (stereo not given)
22%,CCCCCC1CCC(c2ccc(-c3ccc(CC)cn3)cc2F)CC1 (stereo not given)
-15%&13%,COc1ccc(NC(=O)CSc2nnc3scc(-c4ccc(Cl)cc4)n23)cc1
?,CC(=O)Nc1ccc(NC(=O)c2cc3sccc3n2Cc2ccc(F)cc2)cc1

Continued:
KDM5B inh,Molecule
-3%,Cn1cnc2c1c(=O)n(CC(=O)N1CC(C(=O)N3CCCCC3)Oc3ccccc31)c(=O)n2C (stereo not given)
-17%,CCn1c(=O)n(CC)c2cc(NC(=O)[C@H]3CC[C@@H](N)C3)c(C)cc21
-15%,Cn1ncc(N2CCC(CNC(=O)CN3CCCC3=O)C2)cc1=O (stereo not given)
0%,Cc1cccc(Nc2nnc(SCC(=O)c3c(N)n(C4CC4)c(=O)[nH]c3=O)s2)c1C
-20%,Cc1cc(C)c(NC(=O)Cn2nnc3sc4c(c3c2=O)CCC(C(C)(C)C)C4)c(C)c1 (stereo not given)
28%,CCCOCC(=O)N1CCc2onc(-c3ccc(C(F)(F)F)cc3)c2C1
16%,Cc1ccc(C)c(NC(=O)C2CCCCC2)c1
?,O=C(c1ccco1)N1CCC(c2nc(C3CCOCC3)no2)C1 (stereo not given)
-13%,CC(C)C(NC(=O)CN(c1ccc2c(c1)OCCO2)S(=O)(=O)c1ccccc1)C(C)C
-5%,Cc1ccc(-c2nn3c(N4CCCCC4)cc(C)nc3c2C)cc1
12%,N#Cc1c(N)n[nH]c1CCCNC(=O)c1cn(-c2ccccc2)nc1-c1cccnc1
?,COc1cccc(-c2cc(C(=O)N/N=C/c3cccc(OC)c3OC)c3ccccc3n2)c1

(cont.)
KDM5B inh,Molecule
?,CC(=O)N1c2ccc(S(=O)(=O)Nc3ccc(Cl)cc3C)cc2CC1C (stereo not given)
18%,CC#CC[N+](C)(CC#CC)CC(=O)C(C)(C)C
28µM*,COC(CNc1nc(-c2ccccn2)nc2c1c(C)nn2C)c1cccs1 (stereo not given)
1%,Cc1cccc(C(=O)NCC(c2cccs2)N2CCCC2)n1 (stereo not given)
-4%,COc1ccc(-n2c(=S)[nH]c3cc(C(=O)Nc4cc(C(N)=O)ccc4OC)ccc3c2=O)c(OC)c1
27%,CCOC(=O)c1ccoc1CN1CCCC(O)C1 (stereo not given)
-12%,CCN1CCN(c2nc3c(c(=O)[nH]c(=O)n3C)n2CCSc2nc3ccccc3o2)CC1
?,O=C(/C=C/c1ccco1)OCC(=O)C12CC3CC(CC(C3)C1)C2
-23%,CCC(OC(=O)c1cc(C)nc2ccccc12)C(=O)Nc1cc(C)on1 (stereo not given)
-28%,O=C(NCc1ccccn1)c1ccc2c(=O)n(CCc3ccccc3)c(=O)[nH]c2c1
-5%[230 µM],NCC(c1cccs1)N1CCOCC1 (stereo not given)
5%,NS(=O)(=O)c1ccc(NC(c2ccccc2)C2CC2)c([N+](=O)[O-])c1 (stereo not given)

Following part:
KDM5B inh,Molecule
12%,COc1ccc(C(=O)Nc2oc3c(C)cccc3c(=O)c2-c2ccccc2)cc1
3%,CCOc1ccc(C(=O)N2CCc3nc(OCCOC)ccc3C2)cc1OCC
2%,CC(C)c1nc(-c2ccc(OC3CCN(C(=O)CCc4nc5ccccc5[nH]4)C3)cc2)no1 (stereo not given)
-3%,Cc1ccc(NC(=O)N2CCC3(CC2)C(=O)N(CC(=O)N2CCCC2)CN3c2ccccc2)cc1
18%,CCOc1ccccc1NC(=O)CC1CCCN(c2cnn(CC)c(=O)c2)C1 (stereo not given)
-4%,Cc1cccc(NC(=O)Cn2c(=O)n(-c3ccccc3Cl)c(=O)c3c(C)c(C(=O)N(C)C)sc32)c1
-2%,O=C(c1cccc(F)c1)N1CCC(c2c[nH]c3ccccc23)(c2c[nH]c3ccccc23)CC1
?,CCOCC1(C)COc2ccc(C(=O)Nc3cccc(N(C)C)c3)cc2N1 (stereo not given)
-25%,COC(=O)c1cccc(NC(=S)N[C@H]2CO[C@H]3[C@@H]2OC[C@@H]3n2cc(CC3CCCCC3)nn2)c1
?,COc1ccc(C2(C(=O)N3CCCN(c4cc(-c5ccc(C)c(C)c5)[nH]n4)CC3)CC2)cc1
2%,CCn1cnc2c1c(=O)n(CC(=O)Nc1ccccc1OC(F)F)c(=O)n2Cc1ccccc1
?,COc1ccc(OC)c(NC(=O)c2cc3cc(C)ccc3n2C)c1

The listing continues:
KDM5B inh,Molecule
?,COCCOc1cc(-c2noc([C@@H]3CCCN3C3CCC3)n2)ccn1
-9%,CCNC(=O)NCCc1ncc(C)n1Cc1ccc(F)cc1
-9%,Cc1c(C(=O)NCc2ccccc2Cl)sc2nc3n(c(=O)c12)CCCC3
?,O=C(Nc1ccc2c(c1)OCO2)NC1(C(F)(F)F)Oc2ccccc2O1
9%,Cc1cccc(NC(=O)CN(C)C(=O)c2ccc3c(c2)nnn3C)c1
27%,CCOc1cc(=O)n2c(c1C(=O)NCCCN1CCCCC1)CCCCC2
-14%,Cc1cc(C(=O)N(Cc2ccccn2)C2CC2)sc1C
19%,CC(C)c1cc(C(=O)NCc2cccnc2Oc2ccc(F)cc2F)on1
i,COCCNC(=O)c1cc(-c2ccco2)nc2ccccc12
31%,CC(=O)N1CCC(C(=O)NCC(=O)N2CCCCCNC(=O)CC2c2ccccc2)CC1 (stereo not given)
20%,COc1ccc(C(=O)NC(c2ccccc2Cl)c2cc(Cl)c3cccnc3c2O)cc1 (stereo not given)
33%,CCC(=O)N(C1CCOCC1)C1CCN(S(=O)(=O)c2ccccc2)CC1

Next part:
KDM5B inh,Molecule
8%,N#C/C(=C/c1cccn1-c1cccc(C(F)(F)F)c1)c1ccc([N+](=O)[O-])cc1
?,CCOC(=O)C1=C(C)N=C2SC=C(CC(=O)Nc3ccc(C)c(C)c3)N2C1c1cccc(OC)c1 (stereo not given)
-19%,COc1cc(C2c3c(-c4c(C)cc(C)cc4O)n[nH]c3C(=O)N2CCO)cc(OC)c1OC (stereo not given)
4%,O=C(CC(c1ccc(OCc2ccccc2)cc1)S(=O)(=O)c1ccccc1)c1ccc(F)cc1 (stereo not given)
11%,COc1ccc(-c2noc(-c3cc(C4CC4)[nH]n3)n2)cc1
?,CCCC(NC(=O)COc1cc2c(c3oc(=O)c(C)c(C)c13)CCC(C)(C)O2)C(=O)O (stereo not given)
4%,CCOc1ccccc1NS(=O)(=O)c1ccc(-c2coc(C)n2)cc1
-22%,COc1ccc(-c2ccc(NS(=O)(=O)c3ccccc3Cl)cc2)nn1
-12%,COc1ccc(NC(=O)N2CCC(N3CC4CC(C3)[C@H]3CCCC(=O)N3C4)CC2)c(C)c1 (stereo not given in full)
-22%,CCc1nn(CC(=O)NCCCN2CCN(C)CC2)c(=O)c2cc3occc3n12
-43%[115 µM],COCCCNc1nc2c([S+](=O)([O-])c3ccc(Br)cc3)nnn2c2ccccc12
-18%,Cc1cccc(NC(=O)Cn2nc3n(c2=O)CCCCC3)c1

(listing goes on)
KDM5B inh,Molecule
13%,COc1ccccc1NC(=O)c1cc(=O)c2ccccc2o1
?,CCCCNC(=O)CSC1=Nc2ccccc2C2=NC(CCC(=O)NCc3ccccc3OC)C(=O)N12 (stereo not given)
?,CN(C)C[C@@H]1CN(c2ccccn2)C[C@H]1NC(=O)c1cccc(C#N)c1
-21%,Cc1cc(C(=O)NCCc2ccc(S(N)(=O)=O)cc2)c(C)o1
?,Cn1ccnc1CN1CCCC12CCN(c1ccc(C(F)(F)F)cn1)CC2
-22%,CC(=O)c1ccc(NC(=O)CCCc2nc(-c3cccc(C)c3)no2)cc1
-16%,COc1ccc(C)c2sc(NC(=O)c3ccc(S(=O)(=O)N4CCCCC4)cc3)nc12
4%,CCOc1ccc(S(=O)(=O)Nc2ccccc2-c2nnc3n2CCCCC3)cc1OCC
12%,COc1cc2c(cc1OC)CN(c1ncccc1[N+](=O)[O-])CC2
-7%,COC(=O)c1c(NC(=O)C(C)Oc2ccc(Cl)c(C)c2)sc(C)c1C (stereo not given)
?,Cc1cccc(N2CCN(C(=O)CCc3nnc4n(CC(C)C)c(=O)c5ccccc5n34)CC2)c1C
6%,CC(Sc1nc2ccccc2[nH]1)C(=O)NC1(C#N)CCCCC1 (stereo not given)

(continued)
KDM5B inh,Molecule
?,CCOc1cc(C(=O)Nc2ccc3nc(Nc4cccc(Cl)c4)cc(C)c3c2)cc(OCC)c1OCC
?,COc1ccccc1NC(=O)c1oc2ccccc2c1NC(=O)Cc1cccs1
-24%,CCOc1ccc(NC(=O)c2cnn3c(C(F)F)cc(-c4ccc(C)cc4)nc23)cc1
24%,CCOC(=O)c1cc(OC(C)C(=O)NC)cc(C(=O)OCC)c1 (stereo not given)
-24%,O=c1c(NCCc2ccc(Cl)cc2)nccn1-c1ccccc1
3%,CC(C)n1nc(C(=O)NCCc2ccc(S(N)(=O)=O)cc2)c2ccccc2c1=O
-36%,COc1cccc(NC(=O)NCc2c(-c3ccccc3)noc2C)c1
-12%,COc1ccc(CCN2C(=O)N(c3ccc(F)cc3)C(=O)C2CC(=O)Nc2ccccc2)cc1 (stereo not given)
-23%,C[C@H]1[C@@H]2[C@@H](O)C([C@H](C)C(=O)NCc3cccs3)CC[C@@]2(C)CC[C@@H]1NC(=O)c1cncnc1 (stereo not given in full)
9%,Fc1ccccc1-n1c(SCc2cccc(C(F)(F)F)c2)nnc1-c1cccnc1
-16%,COc1ccc2c(CNC3CCCC3)c(C(=O)O)n(Cc3ccccc3C)c2c1
2%,O=C(Cn1ccc2c(Br)cccc21)NC1CC1

(further entries)
KDM5B inh,Molecule
-5%,COc1cccc(NC(=O)c2ccc(S(=O)(=O)N3CCCC3)cc2)c1
14%,CN(CC1CCOCC1)C(=O)Nc1ccccc1F
35µM*,O=c1c2nc(N3CCC(c4ccccc4)CC3)ccc2ncn1-c1cccnc1
6%,CC(Sc1nc(N)cc(=O)[nH]1)C(=O)NNC(=O)c1cccc(Cl)c1 (stereo not given)
10%,COc1ccccc1N1CCN([C@@H]2[C@H](O)[C@H](CO)O[C@@H]2CN)CC1
?,Brc1cccc(/C=N/Nc2ccc3ccccc3c2)c1
-7%&-6%,Cc1ccc2c(c1)-c1c(cnc3cc(-c4ccc(F)cc4)nn13)CO2
-10%,Cc1ccc2nc3c(cc(C#N)c(=O)n3-c3nnc(SCc4ccccc4Cl)s3)c(=O)n2c1
22%,Cc1c(C)n(CCCN(C)C)c2ncnc(NC3CCCCC3)c12
?,COc1cccc(CN2CCN3C(=O)N(Cc4ccccn4)C[C@H]3C2)c1
12%,O=C(CCc1ncc(-c2ccccc2F)o1)Nc1ccc(F)cc1Cl
-36%,CN(C)c1nc(C2CC(NC3Cc4ccccc4C3)C2)cc(=O)[nH]1 (stereo not given)

Further compounds:
KDM5B inh,Molecule
-15%,CC(=O)Nc1ccc(S(=O)(=O)N2CCC(NC(=O)C3CC3)CC2)cc1
?,C1CNCC(c2nc(C3CCOCC3)no2)C1 (stereo not given)
-18%,CCN1CC2(CCN(Cc3c(OC)ccc(F)c3F)CC2)OC1=O
-6%,O=C(CN1CC[C@@]2(O)CCCC[C@H]2[C@@H]1c1ccc(F)cc1)NCc1ccco1
?,COc1ccc(Cl)cc1C(=O)NCCN1CCCCC1

Structures listed so far that have an NH in an aromatic ring, in the order listed:
KDM5B inh,Molecule
0%,Cc1cccc(Nc2nnc(SCC(=O)c3c(N)n(C4CC4)c(=O)[nH]c3=O)s2)c1C
12%,N#Cc1c(N)n[nH]c1CCCNC(=O)c1cn(-c2ccccc2)nc1-c1cccnc1
-4%,COc1ccc(-n2c(=S)[nH]c3cc(C(=O)Nc4cc(C(N)=O)ccc4OC)ccc3c2=O)c(OC)c1
-12%,CCN1CCN(c2nc3c(c(=O)[nH]c(=O)n3C)n2CCSc2nc3ccccc3o2)CC1
-28%,O=C(NCc1ccccn1)c1ccc2c(=O)n(CCc3ccccc3)c(=O)[nH]c2c1
2%,CC(C)c1nc(-c2ccc(OC3CCN(C(=O)CCc4nc5ccccc5[nH]4)C3)cc2)no1 (stereo not given)
-2%,O=C(c1cccc(F)c1)N1CCC(c2c[nH]c3ccccc23)(c2c[nH]c3ccccc23)CC1
?,COc1ccc(C2(C(=O)N3CCCN(c4cc(-c5ccc(C)c(C)c5)[nH]n4)CC3)CC2)cc1
-19%,COc1cc(C2c3c(-c4c(C)cc(C)cc4O)n[nH]c3C(=O)N2CCO)cc(OC)c1OC (stereo not given)
11%,COc1ccc(-c2noc(-c3cc(C4CC4)[nH]n3)n2)cc1
6%,CC(Sc1nc2ccccc2[nH]1)C(=O)NC1(C#N)CCCCC1 (stereo not given)
6%,CC(Sc1nc(N)cc(=O)[nH]1)C(=O)NNC(=O)c1cccc(Cl)c1 (stereo not given)
-36%,CN(C)c1nc(C2CC(NC3Cc4ccccc4C3)C2)cc(=O)[nH]1 (stereo not given)
